Screens (PubChem)
DT40 TDP1 CPT = growth inhibition of DT40 Tdp1-/-;hTDP1 cells with camptothecin (screen for TDP1 inhibitors); chicken DT40 Tdp1-/-;hTDP1 cells + 20 nM CPT, ATP luminescence, 48 h; Potency, µM (titrated, usually from 46.2 µM), for the others: at the top dose activity change, negative = growth inhibition, most hits filed as inhibitors; 420,000 compounds, 12% hits; note: nearly all actives have a fitted effect of over 55% in size
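Chicken DT40 Tdp1-/- cells complemented with human TDP1, 400 cells/well, exposed to compounds plus 20 nM camptothecin for at least 48 h at 37 C; viability read as ATP content by CellTiter-Glo luminescence.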
DT40 TDP1 no CPT = qHTS for Inhibitors of human tyrosyl-DNA phosphodiesterase 1 (TDP1): qHTS in cells in absence of CPT; DT40 Tdp1-/- hTDP1 cells, no CPT, ATP luminescence, 48 h; Potency, µM (titrated, usually from 46.2 µM), without a hit: top-dose activity change, negative = growth inhibition, hits mostly inhibitors; 420,000 compounds, 15% hits; AID 686978, 2013; note: nearly all actives have a fitted effect of over 55% in size
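Compound effects on proliferation are scored in DT40 Tdp1-/-;hTDP1 cells in the absence of CPT. ATP levels (CellTiter-Glo luminescence) are recorded after a ≥48 hr, 37 °C incubation.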
TDP1 block = blocks human tyrosyl-DNA phosphodiesterase 1 | Q9NUW8 | 350,000 compounds, 0.28% hits | recombinant TDP1, AlphaScreen DNA substrate cleavage | Potency, µM (series often up to 130 µM), for the others: at the highest dose activity change, negative = inhibition, most hits filed as inhibitors; note: nearly all actives have a fitted effect of over 40% in size
Target sequence (Q9NUW8 whole entry, looked up): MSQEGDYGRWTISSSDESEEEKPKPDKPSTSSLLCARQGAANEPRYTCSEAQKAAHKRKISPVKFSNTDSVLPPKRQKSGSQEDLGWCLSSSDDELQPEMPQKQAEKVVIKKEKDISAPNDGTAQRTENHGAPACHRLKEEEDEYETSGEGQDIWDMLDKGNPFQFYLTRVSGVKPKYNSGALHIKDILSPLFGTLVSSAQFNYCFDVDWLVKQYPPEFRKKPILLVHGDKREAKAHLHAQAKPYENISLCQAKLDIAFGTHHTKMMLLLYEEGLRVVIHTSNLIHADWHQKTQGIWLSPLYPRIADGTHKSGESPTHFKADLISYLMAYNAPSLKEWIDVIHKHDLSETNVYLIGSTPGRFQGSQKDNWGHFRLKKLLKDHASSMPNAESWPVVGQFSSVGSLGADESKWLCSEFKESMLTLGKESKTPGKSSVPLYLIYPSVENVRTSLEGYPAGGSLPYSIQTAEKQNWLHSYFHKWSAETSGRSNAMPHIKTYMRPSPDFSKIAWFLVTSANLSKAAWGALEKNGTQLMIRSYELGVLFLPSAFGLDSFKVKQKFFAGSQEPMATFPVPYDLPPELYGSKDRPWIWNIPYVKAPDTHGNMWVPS
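E. coli-derived human Tdp1, 1 nM final. Cpd preinc 15 min RT; substrate 15 nM final, 5 min RT; AS bead mix 10 ug/ml final, 10 min RT. Signal loss = tyrosine-FITC cleavage. No-enzyme wells = max signal.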
* marks the source's active call; other numbers are inactive results; u = inconclusive; x = not tested or not shown; & = joins results of further samples; [ ] = dose if it differs, or a comment. Calls come from the whole dose curve; as a rule, active = well fitted curve in the direction sought with a large enough effect; inconclusive = small, poorly fitted or top-dose-only effect, or another doubt; inactive = no such curve, though single readings can be large; an effect the other way counts as inactive or inconclusive. % is set by controls: 0 for no effect and ±100 for the full control effect; potency is the fitted concentration of half-maximal effect.

Sequence of screens: DT40 TDP1 CPT	DT40 TDP1 no CPT	TDP1 block
- COc1ccc(N2C(=S)NC3CS(=O)(=O)CC32)cc1 (stereo not given)
    30%[activator]	u	-8%
- Cc1[nH]c2ccccc2c1C(=O)COC(=O)C1CC(=O)N(Cc2ccco2)C1 (stereo not given)
    -8%	-14%	6%
- CCOc1ccccc1NC(=O)CN1CCC(C(=O)c2ccc(OC)cc2)CC1
    u	u	7%
- COC(=O)c1cc(-c2cccs2)nc2ccccc12
    1%	-4%	x
- COc1cc(-c2nnc(SCC(=O)N(Cc3ccccc3)C(C)(C)C)o2)cc(OC)c1OC
    13µM*	15µM*	1%
- Cc1ccnc(NC(=O)C2CCN(S(=O)(=O)c3cccc(C(F)(F)F)c3)CC2)c1
    -21%	-22%	3%
- Cc1ccc(NC(=O)COC(=O)c2ccc(OCc3c(C)noc3C)cc2)cc1S(=O)(=O)N1CCOCC1
    6%	-16%	4%
- CCCNC(=O)CN(CCc1ccccc1)S(C)(=O)=O
    u	-11%	0%
- O=C(Nc1ccc2nc(SCC(=O)N3CCc4ccccc43)sc2c1)c1ccc(F)cc1
    10µM*	8.2µM*	2%
- CNC(=O)C[C@H]1C(=O)N(C2CCCCC2)C[C@@H]1C
    u	-17%	x
- CCOc1cc(/C=C(\C#N)C(=O)Nc2cccc(C(=O)O)c2)cc(Br)c1OC(=O)c1ccc(OC)cc1
    -28%	u	-3%
- O=C(c1cc2ccccc2cc1O)N1CCCC1
    10%	-17%	x
- Cc1csc2nc(COC(=O)c3ccccc3NC(=O)c3cccc(Br)c3)cc(=O)n12
    18µM*	8.2µM*	9%
- Cc1ccccc1-n1c(SCC(=O)Nc2c(C)cccc2C)nc(O)cc1=O
    11%	-2%	1%
- CC(C)C(=O)NNC(=O)CN1CCN(c2nc(-c3ccccc3)cs2)CC1
    u	-22%	-8%
- COc1ccc(Cl)cc1NC(=S)N(Cc1ccc(C(=O)O)cc1)Cc1ccc(OC)c(OC)c1
    -2%	-21%	2%
- O=C(CCc1nc2cccnc2n1Cc1cccs1)Nc1cccc(Cl)c1
    16µM*	u	1%
- O=C(Nc1ccccc1)C(Cc1ccccc1)NC(=O)C12CC3CC(CC(C3)C1)C2 (stereo not given)
    0%	-17%	-6%
- N#C/C(C(=O)N1CCOCC1)=C1/SC(Cc2ccc(F)cc2)C(=O)N1c1ccccc1 (stereo not given)
    10%	5%	5%
- COc1ccc(/C=N/n2cnn(Cc3ccccc3Cl)c2=S)cc1OC
    u	u	6%

Of the compounds above, these contain a COOH group.
Sequence of screens: DT40 TDP1 CPT	DT40 TDP1 no CPT	TDP1 block
- CCOc1cc(/C=C(\C#N)C(=O)Nc2cccc(C(=O)O)c2)cc(Br)c1OC(=O)c1ccc(OC)cc1
    -28%	u	-3%
- COc1ccc(Cl)cc1NC(=S)N(Cc1ccc(C(=O)O)cc1)Cc1ccc(OC)c(OC)c1
    -2%	-21%	2%

Carrying on.
Sequence of screens: DT40 TDP1 CPT	DT40 TDP1 no CPT	TDP1 block
- COc1ccc(C2CC(=O)Nc3c2c(C)nn3-c2nncc(-c3ccc(C)cc3)n2)c(OC)c1OC (stereo not given)
    12µM*	6.5µM*	6%
- COc1ccc(/C=C/C(=O)OCC(=O)NCCC2=CCCCC2)cc1S(=O)(=O)N1CCOCC1
    -29%	-19%	5%
- COc1ccccc1N1CCN(C(=O)COc2cc(C)cc3oc(=O)cc(C)c23)CC1
    16µM*	21µM*	-11%
- C[C@@H]1CN([C@@H](C)CO)C(=O)CCCn2nncc2CO[C@@H]1CN(C)S(=O)(=O)c1ccccc1
    -7%	-25%	x
- Cn1nc(C(=O)Nc2cccc(S(=O)(=O)N3CCCC3)c2)c2ccccc2c1=O
    u	u	2%
- Cn1nnnc1SCc1ccccc1F
    3%	-5%	0%
- CN(CC(=O)Nc1ccccc1F)Cc1cccs1
    1%	u	6%
- COc1cc2c(cc1NC(=O)CN1CCN(S(=O)(=O)c3ccccc3F)CC1)oc1ccccc12
    15µM*	21µM*	-2%
- c1ccc(-c2nc3cccnc3nc2-c2ccccc2)cc1
    -19%	-24%	x
- Cc1cnc(C)c(-c2cccc3c2OC(CNC(=O)/C=C/c2ccc(F)c(F)c2)C3)n1 (stereo not given)
    u	u	x
- CC(C)=CCC/C(C)=C/CC/C(C)=C/CC/C(C)=C/CC/C(C)=C/CC/C(C)=C/CC/C(C)=C/CC/C(C)=C/CC/C(C)=C/CO
    -1%	-6%	6%
- CNC(=O)c1cn2c3c(ccc(Cl)c3c1=O)OC(C)C2 (stereo not given)
    16%	5%	x
- Cc1cc(C)cc(NC(=O)c2cc(S(=O)(=O)N3CCCC3)ccc2F)c1
    u	21µM*	3%
- O=C(c1csc(Nc2cccc3ccccc23)n1)N1CCCC1
    u	u	8%
- CN(CC(=O)Nc1cc(S(=O)(=O)N2CCCC2)ccc1Cl)Cc1cccs1
    u	16µM*	6%
- CCN(CC)S(=O)(=O)c1ccc(Cl)c(C(=O)OC)c1
    -12%	-4%	-1%
- CCOC(=O)c1ccc(-n2ncc(C(=O)OCC)c2N)cc1
    u	u	-2%
- O=C(O)C[C@H]1c2cc(F)ccc2S(=O)(=O)N1C1CCCCC1
    -22%&13%	-10%&5%	x
- CN(Cc1ccccc1)c1ccc(-c2nc(-c3ccncc3)no2)cc1[N+](=O)[O-]
    21µM*	18µM*	0%
- CC(C)c1ccc(OC(=O)c2cc(-c3ccccc3)on2)cc1
    8%	18%	-3%

Sorted by heavy-atom count (highest first): 3 of the compounds above
Sequence of screens: DT40 TDP1 CPT	DT40 TDP1 no CPT	TDP1 block
- COc1ccc(/C=C/C(=O)OCC(=O)NCCC2=CCCCC2)cc1S(=O)(=O)N1CCOCC1
    -29%	-19%	5%
- COc1ccccc1N1CCN(C(=O)COc2cc(C)cc3oc(=O)cc(C)c23)CC1
    16µM*	21µM*	-11%
- Cn1nc(C(=O)Nc2cccc(S(=O)(=O)N3CCCC3)c2)c2ccccc2c1=O
    u	u	2%

Carrying on:
Sequence of screens: DT40 TDP1 CPT	DT40 TDP1 no CPT	TDP1 block
- CC(=O)c1ccc(NC(=O)CNC2CCCCC2)cc1
    5%	5%	x
- Cc1cccc(N2CCN(C(=O)c3ccccc3NC(=O)C3CCCCC3C(=O)O)CC2)c1 (stereo not given)
    -22%	u	3%
- COc1ccc(C(=O)Nc2ccc(S(=O)(=O)Nc3cc(C)nc(C)n3)cc2)cc1OC
    -2%	-5%	1%
- CCc1noc(C)c1C(=O)OCC(=O)c1ccc(NC(=O)CC(C)C)cc1
    21µM*	26µM*	x
- Cc1sc2ncnc(N3CCN(S(=O)(=O)c4ccccc4)CC3)c2c1C
    8.2µM*	6.5µM*	1%
- COc1ccc(CCNC(=O)c2ccccc2NC(=O)C2=C(C)OCCS2)c(OC)c1
    21µM*	10µM*	6%
- CC[C@@]1(c2ccccc2)NC(=O)N(C)C1=O
    -71%	u	0%
- CC(c1ccon1)N(C)Cc1cn(Cc2ccccc2)nc1-c1ccc2c(c1)OCO2 (stereo not given)
    18µM*	u	3%
- COc1cccc(C2=NOC(C(=O)N3CCN(c4ccccc4)CC3)C2)c1OC (stereo not given)
    u	u	3%
- CN1CCc2nc(SC(C(=O)O)c3ccccc3)c(C#N)c(-c3cccs3)c2C1 (stereo not given)
    -1%	-9%	1%
- O=C(Nc1cccc([N+](=O)[O-])c1)c1cc2ccccc2cc1O
    4.1µM*	2.6µM*	3%
- Cc1cc(Cl)ccc1N1C(=O)CC(NNC(=O)c2cccnc2)C1=O (stereo not given)
    23%	16%	-1%
- OCC1(Cc2ccc(Cl)cc2)CCN(CC2CC=CCC2)CC1 (stereo not given)
    29µM*	u	1%
- Cc1ccccc1/C(=N\S(=O)(=O)c1ccc(Br)cc1)Nc1ccccc1
    u	15µM*	x
- Cc1ccc(C2C(C#N)=C(N)Oc3n[nH]c(-c4cccnc4)c32)o1 (stereo not given)
    -20%	-2%	5%
- c1ccc(OCc2cc(-c3ccccc3)no2)cc1
    8%	0%	x
- Cc1cccc(OC(C)C(=O)N2CCC(c3nc4ccccc4o3)CC2)c1C (stereo not given)
    u	23µM*	7%
- CC(C)OCCCNC1=C(Cl)C(=O)c2ccccc2C1=O
    u	u	12%
- CC(NS(=O)(=O)CCNC(=O)c1ccccc1)c1ccccc1 (stereo not given)
    9%	4%	x
- CCc1ccc(N2CC(C(=O)Nc3ccc(S(=O)(=O)Nc4ncccn4)cc3)CC2=O)cc1 (stereo not given)
    4%	5%	4%
- CCOC(=O)c1cc(-c2ccccc2)n(-c2cccc(C(=O)Nc3cccc(C)c3)c2)c1C
    u	23µM*	9%
- CCN(C[C@H]1N[C@@](CC)(C(=O)OC)[C@H]2C(=O)N(Cc3ccccc3)C(=O)[C@@H]12)S(=O)(=O)c1ccc(C(C)(C)C)cc1
    13µM*	23µM*	-1%
- Cc1cc(C(=O)NC2CCCc3c2cnn3-c2cccc(C)c2C)c(C)o1 (stereo not given)
    13µM*	8.2µM*	6%
- CC(C)CCNC1c2ccccc2C(=O)N1Cc1ccccc1 (stereo not given)
    -24%	23µM*	x
- O=C(Nc1cccc(S(=O)(=O)N2CCOCC2)c1)c1ccc(N2CCCC2=O)cc1
    -3%	1%	1%
- COc1ccccc1N1CCN(S(=O)(=O)c2cn(C)cn2)CC1
    -4%	8%	0%
- COc1ccc(NS(=O)CCCc2ccccc2)cc1 (stereo not given)
    -23%	-1%	x
- CCCN1CCN(C(=S)NCc2ccc(Cl)cc2)CC1
    -17%	0%	4%
- O=C1C(Cc2cccc([N+](=O)[O-])c2)SC(=Nc2ccccc2)N1c1ccccc1 (stereo not given)
    -14%	-27%	6%
- O=C(NCc1ccccn1)C(F)(F)C(F)(F)C(=O)NCc1ccccn1
    -11%	-26%	7%
- CCN(CC)C(=O)c1sc2c(c1C)c(=O)n(Cc1ccccc1)c(=O)n2Cc1ccc(Cl)cc1
    u	4.6µM*	5%
- Cc1cccc(-n2c(SCC(N)=O)nc3c(c2=O)C2(CCCC2)Cc2ccccc2-3)c1
    0%	0%	2%
- Clc1cccc(OCCN2CCOCC2)c1
    0%	0%	-11%
- CC(C)C(=O)Nc1nnc(CSCc2ccccc2F)s1
    12%	-22%	-1%
- COc1ccc(C(=O)Nc2c(O)ccc3ccccc23)cc1
    -27%	u	x
- c1ccc2c(SCc3cn4ccccc4n3)nncc2c1
    u	-27%	6%
- CCOc1cc(NC(=S)NCc2ccco2)c(OCC)cc1NC(=O)CC
    -24%	-20%	-5%
- COc1ccccc1CCNC(=O)CN1C(=O)NC2(CCCC2)C1=O
    0%	-10%	x
- C=CCN(C(=O)CCC(=O)Nc1cc(C)on1)C(C(=O)NC1CCCC1)c1ccc(OC)c(OC)c1 (stereo not given)
    1%	u	-2%[0.0935 µM]
- O=C(CN1CCCc2ccccc21)N/N=C/c1c(O)ccc2ccccc12
    4.1µM*	3.7µM*	8%
- O=C(c1cc2nc(-c3ccc(F)cc3)cc(C(F)(F)F)n2n1)N1CCOCC1
    -4%	-28%	3%
- Cc1ccc(CN(C(=O)c2ccc(C(C)(C)C)cc2)c2ccccn2)o1
    u	u	1%
- Cc1c(CNCCCc2ccccc2)c(C(=O)O)c(C)n1Cc1ccccc1
    -20%	2%	8%
- C[C@@H]1CCC[C@@]2(O[C@@H](CCO)C[C@H](O)[C@H]2O)O1
    2%	1%	x
- O=C(CS(=O)(=O)c1c[nH]c2ccccc12)Nc1ccc2c(c1)OCCO2
    -19%	-11%	0%
- COc1ccc(CC(=O)Nc2cccc(/C(C)=N/NC(=O)C3(C)CC3(Br)Br)c2)cc1 (stereo not given)
    16µM*	u	5%
- O=C1CS/C(=C/C(=O)c2cccc(Cl)c2)N1
    4%	14%	2%
- Cc1cccnc1NC(=O)CNC(=O)C12CC3CC(CC(C3)C1)C2
    -3%	7%	-10%[0.505 µM]

Full records, quoted from the list:
Cc1cccc(-n2c(SCC(N)=O)nc3c(c2=O)C2(CCCC2)Cc2ccccc2-3)c1 in the list: DT40 TDP1 CPT = 0%; DT40 TDP1 no CPT = 0%; TDP1 block = 2%
O=C(CN1CCCc2ccccc21)N/N=C/c1c(O)ccc2ccccc12 in the list: DT40 TDP1 CPT = 4.1µM*; DT40 TDP1 no CPT = 3.7µM*; TDP1 block = 8%

Gathered by group, the entries above with a CF3 group.
Sequence of screens: DT40 TDP1 CPT	DT40 TDP1 no CPT	TDP1 block
- Cc1ccnc(NC(=O)C2CCN(S(=O)(=O)c3cccc(C(F)(F)F)c3)CC2)c1
    -21%	-22%	3%
- O=C(c1cc2nc(-c3ccc(F)cc3)cc(C(F)(F)F)n2n1)N1CCOCC1
    -4%	-28%	3%
